Autofluor 339 = intrinsic fluorescence of library compounds, ex339/em460 – biochemical, MLSMR library, data from DPM-DC assay, artefact control, profiling panel; compound autofluorescence, ex339/em460 nm, NADH buffer; stronger effect = higher value; 1 = no-compound wells, NADH background; fluorescence fold increase at 10 µM; 5.5% of 65,000 active;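 active = at 10 µM, mean starting fluorescence two-fold or more over control wells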;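 also: signal is the first read of a kinetic run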
M1 antagonist = antagonists of rat M1 muscarinic receptor | P08482 | CHO-M1 cells, Fluo-4 calcium, ACh EC80 antagonist mode; stronger effect = lower value | B-score at 10 µM | 3.4% of 64,000 active | AID 628;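 active = calcium fluorescence response, raw or row-and-column corrected B-score, differing from the plate sample mean either way at a set confidence level, mostly lower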
NADH enzymes = blocks coupling enzymes of NAD/NADH assays; coupled PK/LDH NADH assays, four targets; IC50, µM (titrated, usually from 10 µM), for inactives: at the highest dose inhibition; 0.02% of 65,000 active;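 active = single-dose screening hits from any of four coupled enzyme assays that gave an IC50 when retested across doses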;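 also: the DPM-DC format reads NADH fluorescence rather than 340 nm absorbance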
D1 allo mod = allosteric modulators of human D1 dopamine receptor. P21728. HEK293 D1, CRE-luciferase, dopamine EC30 potentiation; actives deviate in either direction. B-score at 10 µM. 5.9% of 58,000 active. AID 641;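 active = luminescence count or its row- and column-corrected plate score outside the 99.7% band of the plate's sample wells, on either side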
Hsp90 block = displaces geldanamycin probe from tumor Hsp90; P07900; NCI-N417 lysate Hsp90, Cy3B-geldanamycin FP displacement; inhibition, % at 30 µM; 0.35% of 64,000 active;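 active = inhibition above 50%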;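 also: 0% = tracer plus lysate wells and 100% = tracer alone without lysate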
M1 agonist = M1 muscarinic receptor agonism. 3% of 64,000 active. B-score at 10 µM. AID 626. CHO-M1 cells, Fluo-4 calcium fluorescence, agonist mode; stronger effect = higher value;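 active = fluorescence rise, raw or as B-score row- and column-corrected plate score, outside the 99.7% band of its plate's samples, either direction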
Her2 expr inh = inhibitors of human Her2 kinase expression; P04626; SKBR-3 HER2 protein level, AlphaScreen, 18-24 h; stronger effect = lower value; HER2 level % of control, % at 10 µM; 0.69% of 65,000 active;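 active = HER2 level under 5% of the carrier-only control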;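 also: 100% = DMSO carrier and 0% = 500 nM PU-H71 HSP90 inhibitor; lower value means stronger loss of Her2 protein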
HTR1A agonist = 5-HT1a (human) receptor agonism | P08908 | CHO 5-HT1a Ga15 NFAT-bla reporter, FRET ratio; 0% basal, 100% maximal reference agonist | activation, % at 10 µM | 0.56% of 65,000 active | AID 567;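 active = activation above the screen-wide mean activation plus 3 SD, cut at about 19% in these data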;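 also: 0% = DMSO wells and 100% = 5-CT at EC100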
E coli RNAP = blocks E. coli RNA polymerase transcription; fluorescence transcription assay; inhibition, %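 (tested at 10 µM)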; 0.2% of 62,000 active; AID 559; in the data active = inhibition above about 20%;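 also: 0% = enzyme without compound and 100% = no enzyme blank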
Target sequence (P0A8V2 whole entry, looked up): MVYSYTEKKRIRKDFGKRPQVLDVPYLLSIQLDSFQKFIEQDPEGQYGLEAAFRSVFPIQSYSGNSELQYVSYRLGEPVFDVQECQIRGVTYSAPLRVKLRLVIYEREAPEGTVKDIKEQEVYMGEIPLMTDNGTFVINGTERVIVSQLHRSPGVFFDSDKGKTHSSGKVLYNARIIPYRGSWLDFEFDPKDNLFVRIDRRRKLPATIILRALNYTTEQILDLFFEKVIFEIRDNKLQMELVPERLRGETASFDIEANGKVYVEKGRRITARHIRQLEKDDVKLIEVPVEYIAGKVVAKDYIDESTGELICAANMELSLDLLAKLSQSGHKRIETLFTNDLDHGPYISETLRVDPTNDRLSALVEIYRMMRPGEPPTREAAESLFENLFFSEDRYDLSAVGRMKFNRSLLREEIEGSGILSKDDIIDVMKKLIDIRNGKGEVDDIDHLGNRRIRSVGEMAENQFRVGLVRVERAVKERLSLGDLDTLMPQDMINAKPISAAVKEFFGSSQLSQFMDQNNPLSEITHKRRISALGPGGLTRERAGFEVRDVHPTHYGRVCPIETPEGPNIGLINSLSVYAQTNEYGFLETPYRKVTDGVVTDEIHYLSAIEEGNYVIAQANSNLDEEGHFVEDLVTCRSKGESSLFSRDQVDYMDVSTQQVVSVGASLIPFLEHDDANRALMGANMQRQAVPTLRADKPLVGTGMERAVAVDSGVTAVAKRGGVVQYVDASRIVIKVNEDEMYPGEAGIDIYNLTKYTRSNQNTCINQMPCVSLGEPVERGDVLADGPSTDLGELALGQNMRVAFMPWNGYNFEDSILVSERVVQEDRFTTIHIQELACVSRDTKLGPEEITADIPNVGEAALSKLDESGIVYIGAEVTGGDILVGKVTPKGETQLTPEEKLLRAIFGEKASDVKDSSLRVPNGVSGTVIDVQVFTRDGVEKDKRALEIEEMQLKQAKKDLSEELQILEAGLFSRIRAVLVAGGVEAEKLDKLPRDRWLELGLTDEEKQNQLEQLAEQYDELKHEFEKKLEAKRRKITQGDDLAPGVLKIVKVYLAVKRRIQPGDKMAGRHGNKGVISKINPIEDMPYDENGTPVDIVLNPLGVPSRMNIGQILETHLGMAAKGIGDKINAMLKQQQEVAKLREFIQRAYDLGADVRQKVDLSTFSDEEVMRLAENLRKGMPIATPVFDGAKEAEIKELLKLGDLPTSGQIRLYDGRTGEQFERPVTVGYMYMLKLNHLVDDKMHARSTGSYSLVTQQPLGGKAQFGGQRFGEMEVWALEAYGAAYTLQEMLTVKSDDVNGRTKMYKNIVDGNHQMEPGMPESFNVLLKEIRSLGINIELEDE
Numbers without * were called inactive; · = not tested or not shown; [ ] = remark or other dose.

Letter code – A = Autofluor 339; B = M1 antagonist; C = NADH enzymes; D = D1 allo mod; E = Hsp90 block; F = M1 agonist; G = Her2 expr inh; H = HTR1A agonist; I = E coli RNAP
O=C(Nc1cc(C(=O)N2CCOCC2)ccc1N1CCCC1)c1cccs1
  A: 1.1; B: 0.58; C: 4%; D: 0.011; E: -10; F: -0.61; G: 77; H: -0.8; I: 0

CCOC(=O)Cc1csc(NC(=O)COc2ccc(OC)cc2)n1
  A: 1.1; B: -0.0014; C: 2%; D: ·; E: 2; F: -0.26; G: 4.1*; H: 0.6; I: 8

CCCCn1cnc2c(cnn2-c2ccc(F)cc2)c1=O
  A: 1.1; B: ·; C: 6%; D: ·; E: 1; F: ·; G: 105; H: -3.7; I: 7

COc1cc(NC(=O)c2cccc(Cl)c2)c(OC)cc1NC(=O)CN1CCOCC1
  A: 1.1; B: 1.2; C: 8%; D: 0.58; E: 6; F: 2.2; G: 158; H: -0.4; I: 8

Cn1c(SCc2ccccc2)nnc1C1CCCNC1 (centres undefined)
  A: 0.96; B: 1.2; C: 3%; D: 0.43; E: -1; F: 0.12; G: 88; H: -2.8; I: 0

COc1ccccc1NC(=O)CSc1nnc(Cn2cnc3ccccc32)n1C
  A: 1.1; B: 0.2; C: 4%; D: 0.0077; E: 1; F: 0.098; G: 98; H: -1.9; I: 2

CCc1ccccc1N1C[C@@]23C=C[C@@H](O2)C(C(=O)OCC(C)C)[C@H]3C1=O (some centres undefined)
  A: 1.1; B: 0.7; C: 8%; D: 0.86; E: 1; F: -0.84; G: 78; H: 0.0; I: 8

COc1ccc(N2CCN(C(=O)c3cc4c(-c5ccc(Cl)cc5)nn(C)c4s3)CC2)cc1
  A: 1.6; B: -0.25; C: 4%; D: 0.33; E: -4; F: -1.3; G: 86; H: -0.7; I: 1

CN(C)c1nc(N)nc(-c2cccnc2)n1
  A: 1.1; B: -0.67; C: 7%; D: 4.6*; E: 1; F: -0.017; G: 89; H: -1.8; I: 3

CC(C)CCNC(=O)CCS(=O)(=O)c1cccc2nonc12
  A: 1.1; B: 0; C: 6%; D: -0.54; E: ·; F: 0.94; G: 91; H: -0.1; I: 1

Cc1c(Cl)ccc2c1NC(=O)[C@]21[C@@H]2C(=O)N(Cc3ccccc3)C(=O)[C@@H]2[C@@H]2CCCN21
  A: 1.1; B: 0.51; C: 10%; D: -0.017; E: -10; F: -1.6; G: 92; H: -1.2; I: 4

CCOc1ccccc1NC(=O)CSc1nnc(-c2ccco2)n1Cc1ccco1
  A: 1.1; B: -0.64; C: 2%; D: 0.47; E: ·; F: 0.19; G: 121; H: -0.8; I: 5

CC(C)C(=O)Nc1cccc(C(=O)NCc2ccc3c(c2)OCO3)c1
  A: 1.1; B: 0.24; C: 5%; D: -0.65; E: 1; F: 0.38; G: 46; H: -3.3; I: 5

O=C(CCn1nnc2ccccc2c1=O)N[C@@H](Cc1ccccc1)C(=O)O
  A: 1.1; B: 0.17; C: 3%; D: 1; E: -4; F: -0.27; G: 73; H: -3.2; I: ·

COc1cccc(Nc2ncnc3c2cnn3-c2cccc(C)c2)c1
  A: 1.8; B: -0.16; C: 3%; D: -0.61; E: -1; F: -0.51; G: 74; H: -0.5; I: 3

CCn1c(=O)c(C(=O)Nc2ccccc2S(N)(=O)=O)c(O)c2ccccc21
  A: 1.2; B: 0.84; C: 2%; D: 0.079; E: -2; F: 0.031; G: 73; H: 7.9; I: ·

Cc1ccccc1Cn1cc(NC(=O)c2cc(-c3cccs3)on2)cn1
  A: 1.5; B: -0.17; C: 6%; D: 0.2; E: -2; F: 0.13; G: 61; H: 0.2; I: 3

CCOc1cccc(CN2CCN(c3cccc(C(F)(F)F)c3)CC2)c1O
  A: 1.1; B: -0.074; C: 3%; D: 1.1; E: 1; F: 0.53; G: 116; H: 3.6; I: 2

COC(=O)CN1C2(C#N)CCCCC2CC2CCCCC21C#N (centres undefined)
  A: 1.1; B: -0.96; C: 4%; D: ·; E: -1; F: -1; G: 91; H: 1.8; I: 6

O=S1(=O)CC(O)C(NCc2cccnc2)C1 (centres undefined)
  A: 1.1; B: -2.6; C: 5%; D: -0.85; E: -3; F: -0.69; G: 139; H: -2.4; I: 1

Cc1[nH]n(CCC#N)c(=O)c1CC(=O)N1CCN(c2ccccc2)CC1
  A: 1.1; B: 0.51; C: 5%; D: ·; E: -4; F: 0.8; G: 104; H: -5.8; I: 8

COc1cccc(N2CCN(c3ncnc4c3[nH]c3ccc(F)cc34)CC2C)c1 (centres undefined)
  A: 1.5; B: -6.1*; C: 1%; D: -5.2*; E: -1; F: 7.8*; G: -26*; H: -1.9; I: 1

Nc1nncn1C(=O)CCCOc1ccc(Cl)cc1Cl
  A: 1.1; B: 0.2; C: 6%; D: 1; E: -4; F: -1.6; G: 88; H: -1.1; I: 7

N#Cc1cc2c(nc1SCC(=O)Nc1sc3c(c1C#N)CCC3)CCCCC2
  A: 1.6; B: 1.3; C: 5%; D: 6*; E: 0; F: -0.084; G: 81; H: -3.2; I: 9

O=C(CCNS(=O)(=O)c1cccc2nsnc12)N1CCc2ccccc21
  A: 1.1; B: 0.21; C: 5%; D: ·; E: -3; F: -0.37; G: 72; H: -0.4; I: 7

COc1ccc(N2CCN(Cc3nc4c(c(=O)n(C)c(=O)n4C)n3Cc3cccc(C)c3)CC2)cc1
  A: 1; B: 0.19; C: 3%; D: 1; E: 0; F: 0.24; G: 85; H: -0.3; I: 0

O=S(=O)(c1ccc(F)cc1)N(CCO)CC(O)Cn1c2ccccc2c2ccccc21 (centres undefined)
  A: 1.1; B: 1; C: 5%; D: -0.3; E: -4; F: -0.6; G: -13*; H: 0.1; I: 6

CC1=C(C(=O)N2CCCCCC2)C2(CCC(C)CC2)OC1=O (centres undefined)
  A: 1.1; B: 0.029; C: 3%; D: 1.5; E: 1; F: 0.02; G: 76; H: 1.4; I: -3

CCC1(c2ccc(F)cc2)NC(=O)N(CC(=O)N2CCOCC2)C1=O (centres undefined)
  A: 1.1; B: -0.8; C: 3%; D: -0.67; E: ·; F: 1.1; G: 89; H: -0.3; I: 0

COc1ccc(CC(=O)NC(C)c2nnc(SCC(=O)Nc3nc(C)cs3)n2C)cc1 (centres undefined)
  A: 1.1; B: 2.1; C: 5%; D: 0.013; E: 0; F: -0.98; G: 89; H: 0.0; I: -10

In another format: four of the compounds above
Sequence of screens: Autofluor 339	M1 antagonist	NADH enzymes	D1 allo mod	Hsp90 block	M1 agonist	Her2 expr inh	HTR1A agonist	E coli RNAP
- Nc1nncn1C(=O)CCCOc1ccc(Cl)cc1Cl
  1.1	0.2	6%	1	-4	-1.6	88	-1.1	7
- O=S(=O)(c1ccc(F)cc1)N(CCO)CC(O)Cn1c2ccccc2c2ccccc21 (centres undefined)
  1.1	1	5%	-0.3	-4	-0.6	-13*	0.1	6
- COc1cccc(N2CCN(c3ncnc4c3[nH]c3ccc(F)cc34)CC2C)c1 (centres undefined)
  1.5	-6.1*	1%	-5.2*	-1	7.8*	-26*	-1.9	1
- O=C(CCNS(=O)(=O)c1cccc2nsnc12)N1CCc2ccccc21
  1.1	0.21	5%	·	-3	-0.37	72	-0.4	7

The list continues:
Letter code – A = Autofluor 339; B = M1 antagonist; C = NADH enzymes; D = D1 allo mod; E = Hsp90 block; F = M1 agonist; G = Her2 expr inh; H = HTR1A agonist; I = E coli RNAP
CC1(C)CC(=O)C=C(NCc2cccnc2)C1
  A: 1.1; B: 0.77; C: 5%; D: -0.6; E: -3; F: 0.89; G: 77; H: 0.5; I: 7

COc1ccc2nc(NC(=O)C3CCCN3S(=O)(=O)c3ccc(C)cc3)sc2c1 (centres undefined)
  A: 1.1; B: -0.3; C: 8%; D: -1.5; E: -4; F: -0.4; G: 99; H: -2.7; I: 3

CC(Oc1ccccc1)C(=O)NCc1cccnc1 (centres undefined)
  A: 1.1; B: 0.13; C: 6%; D: 0.0022; E: -4; F: -0.025; G: 84; H: -0.8; I: 5

CCOC(=O)c1c(NC(=O)CSc2nnc(Cc3csc(N)n3)n2C)sc(C)c1C
  A: 1.1; B: -0.27; C: 4%; D: 4.9*; E: 2; F: 0.74; G: 109; H: 0.7; I: 3

COc1ccc(F)cc1CN1CCN(C(=O)CCC(=O)Nc2nnc(C(C)C)s2)CC1
  A: 1.1; B: -1.7; C: 3%; D: -0.85; E: 1; F: -0.71; G: 92; H: 2.4; I: ·

CC(C)c1ccc(S(=O)(=O)c2n[nH]n3c2nc(=O)c2ccccc23)cc1
  A: 1.5; B: -0.23; C: 1%; D: ·; E: -3; F: -0.72; G: 110; H: -1.5; I: ·

CCOC(=O)c1sc2nc(SCC#N)n(CCCN3CCCC3=O)c(=O)c2c1C
  A: 1.1; B: -0.93; C: 3%; D: 1.5; E: -2; F: -0.2; G: 71; H: 1.4; I: 11

Cc1ccc(Br)cc1S(=O)(=O)N1CCN(c2ccccc2)CC1
  A: 1; B: -2; C: 2%; D: 0.17; E: 0; F: -0.5; G: 86; H: -0.6; I: 6

Cc1ccc(N2CC(C(=O)Nc3ccc(S(=O)(=O)N4CCCC4)cc3)CC2=O)cc1 (centres undefined)
  A: 1.1; B: 0.27; C: 4%; D: -0.14; E: -5; F: -0.25; G: 100; H: 1.0; I: 6

COCCn1nnnc1CN(CCc1ccc(OC)c(OC)c1)Cc1cc2ccc(C)cc2[nH]c1=O
  A: 1.2; B: 0.25; C: 7%; D: ·; E: 2; F: 0.15; G: 96; H: -3.0; I: 7

CCOC(=O)C(C)Sc1nc(-c2ccc(OC)cc2)nc2c1c(=O)n(C)c(=O)n2C (centres undefined)
  A: 2.2*; B: 0.016; C: 7%[fluoresces]; D: -1.9; E: -1; F: -0.083; G: 88; H: -4.0; I: 1

Cc1ccc(CN(Cc2cc3cc(C)ccc3[nH]c2=O)C(=O)N2CCOCC2)cc1
  A: 1.6; B: 0.46; C: 14%; D: 0.24; E: 1; F: -0.036; G: 97; H: 1.6; I: 8

CCOC(=O)C1CCN(c2nnc(N3CCCC3=O)s2)CC1
  A: 1.1; B: -1.3; C: 5%; D: ·; E: -1; F: -0.67; G: 135; H: -3.7; I: 5

CCCCn1cnc2c1c(=O)n(C)c(=O)n2C
  A: 1; B: 0.41; C: 2%; D: -0.07; E: -3; F: 0.7; G: 98; H: -2.1; I: -11

O=c1[nH]c2ccccc2cc1-c1noc(-c2cccnc2)n1
  A: 4.2*; B: -0.62; C: 7%[fluoresces]; D: 0.75; E: 4; F: 0.32; G: 99; H: -1.8; I: -2

COc1ccc(C2C(C(=O)NCC3CCCO3)CCC(=O)N2c2ccc3c(c2)OCO3)cc1 (centres undefined)
  A: 1.1; B: ·; C: 3%; D: 0.18; E: ·; F: ·; G: 184; H: 1.0; I: 1

CCCC(=O)NC(C)c1nc2ccccc2n1C(C)C (centres undefined)
  A: 1; B: -0.069; C: 2%; D: -0.78; E: -3; F: -0.33; G: 103; H: -3.9; I: 9

CCOc1ccc(NC(=O)C2CCN(S(=O)(=O)c3c(C)n[nH]c3C)CC2)cc1
  A: 1.1; B: -0.83; C: 4%; D: -0.21; E: 4; F: 0.72; G: 81; H: -2.0; I: 0

N#C/C(=C1\CCCN1)c1nc(-c2ccccc2)cs1
  A: 1.1; B: -0.99; C: 3%; D: -1.2; E: -5; F: -0.35; G: 87; H: -1.5; I: 8

CN1CCN(C(=O)c2ccc(C3SCC(=O)N3Cc3ccco3)cc2)CC1 (centres undefined)
  A: 1.2; B: 0.3; C: 3%; D: 0.12; E: -1; F: 0.57; G: 97; H: -2.5; I: 3

COc1cccc(-c2cc(C(F)(F)F)nc(N3CCC(C)CC3)n2)c1
  A: 1.7; B: ·; C: 2%; D: ·; E: ·; F: ·; G: 96; H: 1.9; I: 5

Cc1oc(-c2ccccc2)nc1Cn1cccc1C1=NC(c2ccccc2)CO1 (centres undefined)
  A: 1.1; B: 1.5; C: 4%; D: -0.2; E: -3; F: -0.89; G: 78; H: -0.3; I: 10

CCOC(=O)CSC1=C(C#N)C(c2ccccc2)C(C(C)=O)=C(C)N1 (centres undefined)
  A: 1.2; B: -0.34; C: 6%; D: 0.015; E: -6; F: -0.38; G: 100; H: -4.5; I: 0

Cc1ccc(C(=O)Nc2ccc3c(c2)nc2n3CCSC2)cc1
  A: 1.2; B: 0.17; C: 1%; D: -1.8; E: -3; F: 0.41; G: 89; H: -1.1; I: 3
